# High-throughput results: PubChem, The Scripps Research Institute Molecular Screening Center
# M1 PAM parental – M1 PAM counterscreen hit in parental CHO-K1 cells | ATP EC20, Fluo-8 calcium fluorescence; 0% at ATP EC20, 100% at ATP max | activation, % at 3 µM | 0.02% of 360,000 active | AID 602247;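 active = activation above the run cutoff, the mean activation of all test compounds plus 3 SD, cut at about 40% in these data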;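 note: peak over basal fluorescence ratio in a 140 s read after ATP addition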
# CHO-K1 Ca antag – counter-screen for M1 antagonists: effect in parental CHO-K1 cells; ATP-induced calcium, Fluo-8 fluorescence; inhibition, % at 3 µM; 0.6% of 360,000 active; AID 602250;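 active = inhibition above a per-plate cutoff, the plate's mean sample inhibition plus 3 SD, cut at about 24% in these data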;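 note: 0% = DMSO plus EC80 ATP and 100% = DMSO alone without ATP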
# TAAR1 agonist – agonists of human TAAR1; CHO RD-HGA16 TAAR1, Fluo-8 calcium fluorescence; vehicle wells 0%, saturating PEA agonist 100%; activation, % at 3 µM; 0.99% of 360,000 active; AID 624467;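 active = activation above the mean activation of all test compounds in the run plus 3 SD, cut at about 38% in these data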
#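 Test system: RD-HGA16 (CHO) cells co-expressing Gα16 and hTAAR1 | Doses: Single dose, 3 µM | Schedule: 17-24 h seeding, 75 min 37 °C dye, 30 min RT | Evaluation: % activation from peak over basal fluorescence ratio, DMSO-to-PEA scaled | Technique: Kinetic Fluo-8 calcium fluorescence | Benchmarks: Low control DMSO, high control PEA (EC100)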
# M1 ag parental – counter-screen for M1 agonists: effect in parental CHO-K1 cells; 0.48% of 360,000 active; AID 602248; Fluo-8 calcium fluorescence; scaled to maximal ATP response, vehicle zero; activation, % at 3 µM; in the data active = activation above about 15%;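 note: untransfected CHO-K1 host cells lacking M1 receptor as counterscreen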
# OXTR potentiator – potentiators of human oxytocin receptor. P30559. CHO-OTR cells, Fluo-8 calcium fluorescence, potentiator mode; 0% = oxytocin EC15, 100% = EC100. activation, % at 3 µM. 0.061% of 320,000 active;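 active = activation above that plate's cutoff, the mean activation of tested compounds plus 3 SD, cut at about 6.6% in these data, passing the limit was not always enough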;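 note: 100% uses oxytocin at 75 nM as the full agonist control; some results filed as inactive read as strong as hits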
# Target sequence (P30559 whole entry, looked up): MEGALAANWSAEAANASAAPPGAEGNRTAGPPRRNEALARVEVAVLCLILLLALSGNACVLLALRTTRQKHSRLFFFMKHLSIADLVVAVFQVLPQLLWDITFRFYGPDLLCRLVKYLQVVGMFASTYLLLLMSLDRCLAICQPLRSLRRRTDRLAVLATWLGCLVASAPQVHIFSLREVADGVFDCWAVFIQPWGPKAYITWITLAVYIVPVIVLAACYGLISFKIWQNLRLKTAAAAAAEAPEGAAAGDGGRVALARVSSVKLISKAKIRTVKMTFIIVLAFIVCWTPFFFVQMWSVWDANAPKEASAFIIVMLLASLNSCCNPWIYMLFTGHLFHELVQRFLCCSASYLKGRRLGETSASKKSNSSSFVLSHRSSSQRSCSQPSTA
#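 Material: human OTR in CHO cells. Compound: 3.0 µM, one dose. Timing: compound 6 min at room temperature before oxytocin, 100 s read. Evaluation: % activation of max/min ratio relative to oxytocin controls. Replication: single well per compound, singlicate. Signal: Fluo-8 calcium dye fluorescence.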
# CHO parental Ca – counter-screen: ATP calcium response change in parental CHO cells | 0.63% of 330,000 active | parental CHO-K1, ATP-induced calcium, Fluo-8 fluorescence | inhibition, % at 5.6 µM;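 active = inhibition above that plate's mean sample inhibition plus 3 SD, cut at about 26% in these data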;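 note: 0% = ATP-challenged DMSO wells and 100% = DMSO wells without ATP; some compounds past the cut are filed as inactive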
#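 material = parental CHO cells | also added = ATP as calcium-mobilizing challenge | dosing = single point at 5.6 µM | detection = intracellular calcium via Fluo-8 no-wash fluorescent dye | read-out = % inhibition | benchmarks = low control ATP plus DMSO, high control DMSO only | repeats = one well per compound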
# CHRM1 antagonist – human CHRM1 antagonism; inhibition, % at 3 µM; CHO-K1 hM1, Fluo-8 calcium fluorescence, ACh EC80 antagonist; 1.3% of 360,000 active;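 active = percent inhibition above its own plate's cutoff, namely the mean of that plate's compound wells plus 3 SD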;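 note: peak over basal fluorescence ratio during 140 s after agonist addition; 0% = ACh EC80 plus DMSO and 100% = DMSO alone without agonist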
# Target sequence (P11229 whole entry, looked up): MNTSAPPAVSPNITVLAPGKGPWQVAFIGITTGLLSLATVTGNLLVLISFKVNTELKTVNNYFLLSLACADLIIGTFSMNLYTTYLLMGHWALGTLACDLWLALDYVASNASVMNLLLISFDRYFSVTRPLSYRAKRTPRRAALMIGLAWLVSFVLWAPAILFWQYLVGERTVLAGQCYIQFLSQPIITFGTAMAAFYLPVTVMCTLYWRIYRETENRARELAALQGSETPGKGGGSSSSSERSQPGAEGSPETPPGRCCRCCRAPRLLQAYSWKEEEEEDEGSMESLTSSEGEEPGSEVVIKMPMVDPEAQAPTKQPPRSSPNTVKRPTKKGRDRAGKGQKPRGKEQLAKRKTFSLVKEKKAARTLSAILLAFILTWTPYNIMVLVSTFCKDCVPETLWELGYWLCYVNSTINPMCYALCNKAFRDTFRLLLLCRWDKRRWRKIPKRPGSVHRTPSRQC
# TAAR1 antag – antagonists of human TAAR1; inhibition, % at 3 µM; AID 624466; CHO RD-HGA16 TAAR1, Fluo-8 calcium fluorescence, antagonist; Q96RJ0; 1.5% of 360,000 active;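 active = inhibition above a per-plate cutoff, the mean inhibition of test compounds on that plate plus 3 SD, cut at about 49% in these data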;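 note: 0% = DMSO plus EC80 beta-PEA response and 100% = DMSO alone without agonist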
#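 Material: RD-HGA16 CHO cells with stable hTAAR1 and Gα16; Dosing: single nominal final test compound concentration of 3 µM; Schedule: seeding 17-24 h prior, 75-min 37 °C, 30-min RT dye loading; Detection: kinetic Fluo-8 calcium fluorescence measurement; Measure: % inhibition from peak post-agonist over basal fluorescence ratio; Benchmarks: vehicle and agonist controls.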
# M1 ag – agonists of human M1 muscarinic receptor; P11229; CHO-K1 hM1, Fluo-8 calcium fluorescence, agonist mode; 0% DMSO, 100% acetylcholine EC100; activation, % at 3 µM; 0.33% of 360,000 active;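 active = activation above the run's mean compound activation plus 3 SD, cut at about 16% in these data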;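 note: peak over basal fluorescence ratio within a 140 s kinetic read after compound addition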
# The depositor's hits bear a star; / = not tested or not shown.
SMILES,M1 PAM parental,CHO-K1 Ca antag,TAAR1 agonist,M1 ag parental,OXTR potentiator,CHO parental Ca,CHRM1 antagonist,TAAR1 antag,M1 ag
CCc1nc(N)c(C#N)c(-c2ccc(O)c(OC)c2)c1C,9,-9,8,1.5,-14,-4,-11,-4,0
N#Cc1ccccc1S(=O)(=O)N1CCN(C(=O)[C@H](Cc2ccccc2)NC(=O)c2ccco2)CC1,-18,-3,2,0.5,3,-11,5,-8,-2
CN1/C(=C\C(=S)NC(=O)c2cccc(Br)c2)C(C)(C)c2ccccc21,-8,17,1,0.5,-6,-11,7,1,-5
CCC(Sc1nc(C)cc(=O)[nH]1)C(=O)Nc1sc2c(c1C#N)CCCC2 (stereo not given),14,-19,40*,7.8,-5,-18,-1,-32,9
Cc1ccc2ncnc(Nc3ccc(C)c(C)c3)c2c1,7,-11,-2,0.5,-4,-13,-1,-13,-5
COc1ccc2[nH]c3c(N4CC(C)OC(C)C4)ncnc3c2c1 (stereo not given),/,/,4,/,-10,-10,/,9,/
CC(O)c1nc2ccccc2n1C/C=C/c1ccccc1 (stereo not given),14,5,3,5.0,-3,-11,-3,16,-1
CC(C)Oc1ccc(S(=O)(=O)N(C(C)C)C(C)C)cn1,9,-7,-1,-0.1,-16,6,-13,-6,-4
COc1ccc(C(=O)NNC(=O)OC(C)(C)C)cc1,14,-10,0,0.2,-1,-8,-12,-15,-2
COCCn1c(CN2CCN(c3ccccc3)CC2)nc2c1c(=O)n(C)c(=O)n2C,0,-9,2,-0.1,-13,-23,33*,-14,-5
Cc1ccc(-c2nc(N)n(C(=O)c3ccco3)n2)cc1,1,-10,5,0.1,-2,-1,-9,-41,1
CC(C)C1OC(CCc2ccccc2)Cc2[nH][nH]c(=O)c21 (stereo not given),27,-20,1,1.2,/,/,/,-26,/
COC(=O)c1sc(-c2ccc(Cl)cc2)cc1NC(=O)c1ccccc1C(=O)O,13,-4,0,0.1,2,-9,-18,-22,-3
O=C(CCCC(=O)N1CCN(c2ccccc2F)CC1)c1ccccc1,11,3,-1,1.2,-9,-17,-19,-9,-2
COC(=O)c1[nH]c2c(c1C)C(=O)CC(c1cc(OC)ccc1OC)C2 (stereo not given),21,-8,4,1.9,-3,-24,-6,3,-1

# Random excerpt: 3 compounds from above
SMILES,M1 PAM parental,CHO-K1 Ca antag,TAAR1 agonist,M1 ag parental,OXTR potentiator,CHO parental Ca,CHRM1 antagonist,TAAR1 antag,M1 ag
Cc1ccc2ncnc(Nc3ccc(C)c(C)c3)c2c1,7,-11,-2,0.5,-4,-13,-1,-13,-5
COc1ccc2[nH]c3c(N4CC(C)OC(C)C4)ncnc3c2c1 (stereo not given),/,/,4,/,-10,-10,/,9,/
Cc1ccc(-c2nc(N)n(C(=O)c3ccco3)n2)cc1,1,-10,5,0.1,-2,-1,-9,-41,1

# (next part)
SMILES,M1 PAM parental,CHO-K1 Ca antag,TAAR1 agonist,M1 ag parental,OXTR potentiator,CHO parental Ca,CHRM1 antagonist,TAAR1 antag,M1 ag
COc1cc2c(cc1OC)CN(C(=O)c1sccc1C)CC2,14,-9,6,0.2,-5,-2,-7,-3,-2
COC(=O)C1CCN(C(=O)/C=C/c2ccccc2)CC1,-4,11,4,-0.1,0,5,1,-8,-8
CC1(Cc2ccc(C(F)(F)F)o2)C(=O)Nc2ccc(-c3cccc(C(F)(F)F)c3)cc21 (stereo not given),-5,-8,2,0.0,/,/,-18,-58,0
COC(=O)c1c(-c2ccc(S(C)(=O)=O)cc2)sc2ccc(OC)cc12,-1,-1,9,2.7,-10,-12,5,49*,-3
COc1ccc(CNC(=O)COc2cccnc2[N+](=O)[O-])cc1,11,0,3,6.2,-6,-8,10,-5,-8
O=C(c1c(F)cccc1F)N(Cc1ccccn1)C1CCCC1,7,6,/,0.0,-2,-10,2,/,-4
O=C(NCCCn1ccnc1)c1sc2cccc(F)c2c1Cl,18,-5,11,1.1,-1,-21,-12,-15,-7
COc1ccc(CSc2nnnn2Cc2ccccc2)cc1OC,-7,13,9,0.7,-6,0,2,-2,-4
CCc1nc2ccc(C(=O)Nc3ccc(Cl)c(Cl)c3)cn2c1N(C)Cc1ccc(OC)cc1,8,-5,3,0.8,/,/,-5,16,-2
Cn1c(=NC(=O)c2cccc([N+](=O)[O-])c2)sc2ccccc21,16,-4,0,0.1,-7,0,-9,-11,-1
Cc1cccc2nc(Cn3c(=O)n(CCC(=O)NCc4ccco4)c(=O)c4ccccc43)cc(=O)n12,14,-2,-1,0.4,/,/,-5,-21,5
CC(OC(=O)CCCc1c[nH]c2ccccc12)C(=O)Nc1ccc(S(N)(=O)=O)cc1 (stereo not given),15,-5,2,1.5,-7,7,-8,14,-2
CCN1CCN(CCCNC(=O)Cn2cc3c(n2)CCCC3)CC1,10,1,1,0.4,-4,-1,-2,-4,-6
N/C(=N\OC(=O)c1cc(-c2ccccc2)nc2ccccc12)c1ccc(Cl)cc1,19,-6,1,0.6,-2,-2,-1,1,-4
COc1cccc(C(=S)N2CCOCC2)c1OS(=O)(=O)c1ccc(Cl)cc1,-32,13,2,1.5,-13,-8,-6,2,-3
Nc1nc(-c2cccs2)c(NC(=O)c2ccccc2)s1,10,-11,12,1.3,-6,1,-1,-3,3
CCN1CCN(CCCNC(=O)CCC(=O)N2CCOc3ccccc32)CC1,-2,16,0,-0.4,-4,0,-14,-22,-4
COc1ccc(CNC(=O)c2cc3cccc(OC)c3oc2=N)cc1,-12,-10,1,-0.3,-15,-6,-12,-20,-2
COc1ccc(S(=O)(=O)N2CCOC2CNC(=O)C(=O)NCc2ccc3c(c2)OCO3)cc1OC (stereo not given),4,-13,1,1.1,-2,-21,-19,-29,-3
COc1ccc(N(C(=O)c2cccnc2)S(=O)(=O)c2ccc3c4c(cccc24)C(=O)N3C)cc1,8,-6,14,3.5,-4,-19,3,25,-7
O=C(NN=C1CCCC1)C1COc2ccccc2O1 (stereo not given),10,-5,3,0.0,-23,-12,-16,-9,-2
Cc1ccc(S(=O)(=O)N2C[C@H]3[C@H]4C(=O)N(C5CCCCC5)C(=O)[C@H]4CC(=O)[C@H]3[C@@H]2c2ccccc2Cl)cc1,7,1,0,1.2,/,/,-2,-20,-2
CCCCCCCNC(=O)COc1ccc2c(c1)C(=O)CC(C)(C)O2,23,-19,4,0.4,5,-6,-1,-1,-8
OCC[C@@H]1C[C@H](O)[C@@H](O)[C@@]2(OCCc3cc(Cl)ccc32)O1,2,12,0,0.1,/,/,-7,-18,-3
CCOCCCNC(=O)Cn1cnc2c(cnn2-c2ccc(C)c(C)c2)c1=O,-26,23,6,0.6,-7,-9,2,-11,2
CN1CCN(c2nc(-c3ccc(Cl)cc3Cl)nc3ccccc23)CC1,9,8,4,7.8,-11,-15,6,-11,-6
COc1ccc(-c2cccc(NC(=O)c3ccco3)c2)nn1,-6,-2,5,1.6,7,-7,0,11,-5
CCCCNC(=O)c1cn(C)c2ccc(S(=O)(=O)N3CC(C)CC(C)C3)cc2c1=O (stereo not given),10,0,/,0.1,-4,-9,-5,/,4
C/C(=N/Nc1ccc([N+](=O)[O-])cc1)c1c[nH]c2ccccc12,1,1,9,3.9,/,/,5,14,4
NC(=S)N/N=C/c1ccccc1OC(=O)c1cc2ccccc2oc1=O,-15,1,9,2.5,-7,-8,0,-3,-4
COc1ccc(Cl)cc1NC(=O)CNc1ccc(F)cc1C,23,-8,-1,2.9,-4,-22,-1,-4,-6
CC(=O)NNc1nc2ccccc2s1,16,-15,3,0.4,2,-2,-7,-10,-4
CCOC(=O)c1noc(C)c1C(=O)Nc1cccc(F)c1,21,-18,-1,0.2,0,1,-26,-4,-4
Cc1cc(N2C(=O)CC(N3CCN(c4ccc(C(=O)c5cccs5)cc4)CC3)C2=O)no1 (stereo not given),20,-8,25,2.3,-5,-10,-22,-20,-3
COc1ccc(N(C(=O)c2snc(C(N)=O)c2N)C(C(=O)NCC2CCCO2)c2ccc3ncccc3c2)cc1OC (stereo not given),6,-11,11,0.3,-6,-6,-28,-12,0
C=C1N(C)c2cc([N+](=O)[O-])c(N)cc2C1(C)C,23,-17,11,-0.1,4,-8,-7,1,-12
Cc1cc(C)n(-c2ccc(C(=O)Nc3ccc(S(=O)(=O)NCc4ccco4)cc3)cc2)n1,11,9,15,7.4,-20,30,12,62*,3
N/C(Cc1ccc(Cl)cc1Cl)=N\OC(=O)Cc1ccc(Cl)cc1,10,-4,3,0.1,-7,-13,-10,10,-9
CCOC(=O)C1(Cc2ccc(OC)cc2)CCN(C(=O)CN2CCCCC2=O)CC1,14,-9,7,0.2,-11,-25,1,-7,-7
Cc1cc(N2CCN(S(=O)(=O)c3ccc(Cl)cc3)CC2)c2ccccc2n1,8,-2,21,10,-16,58*,16,31,-5
CC1CN(C)C(c2ccccc2)C(C)C12NC(=O)NC2=O (stereo not given),1,-3,12,0.2,1,-2,-21,3,-6
Cn1c(=NC(=O)C2=NNC(=O)CC2)sc2ccccc21,3,-7,4,0.6,-5,-9,-3,-2,-5
CCCc1cc2c(=O)c(-c3ccccn3)coc2cc1OC,-3,-7,-4,-0.6,-1,-9,-1,12,-11
COc1ccccc1-n1c(=O)[nH]c2c(C(N)=O)nc(C3CCCCC3)nc21,1,13,0,1.1,-10,-13,-9,-14,5
O=C(CN1CCN(C/C=C/c2ccccc2)CC1)Nc1ccc(F)cc1F,16,-5,0,1.4,-2,0,-9,-2,-8
C#CCOCCOCCOCCNc1nc(N2CCN(C(=O)Cn3cc(CCCCN)nn3)CC2)nc(N2CCN(C(=O)[C@H](C(C)C)n3cc(CCO)nn3)CC2)n1,-15,-1,9,0.0,2,-4,5,5,-4
O=C1C(=O)N(Cc2ccccc2)C(c2cccc(O)c2)/C1=C(\O)c1ccc2c(c1)OCCO2 (stereo not given),-26,9,1,-0.8,-9,-3,13,-23,-1
CC(C)NC(=O)C1(C)CCCCCN1C(=O)c1ccc(-c2ccccc2)cc1 (stereo not given),-23,19,0,-0.3,/,/,-7,-17,-4
CC(=O)c1cccc(NC(=S)NC(=O)c2ccc(Cl)cc2)c1,15,-10,8,1.9,1,-21,-6,-6,-8
Oc1ccc(CCNc2ncnc3ccc(Cl)cc23)cc1,0,8,5,16*,-25,72*,35,51*,7
CC(=O)c1ccc(NC(=O)COC(=O)Cc2ccsc2)cc1,-7,-9,3,0.1,0,-9,-14,-5,-2
